Bioassay records: PubChem BioAssay, National Center for Advancing Translational Sciences (NCATS)
TGFb inhibitor – blocks TGF-b signaling. HepG2 CAGA-GFP TGF-b/SMAD3 reporter, GFP fluorescence, 18 h; TGF-beta stimulated, 500 pg/mL final. Potency, µM (doses to about 46.1 µM), inactives show at the top dose activity, negative = inhibition, usual class: inhibitors. actives 1.2% (n = 410,000). AID 588855; note: % is set by controls: 0 for no effect and ±100 for the full control effect; nearly all actives have a fitted effect of over 65% in size
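Using HEPG2 CAGA-GFP reporter cells at 1000 cells/well, we pinned test compounds, stimulated with recombinant TGF-beta (500 pg/mL final) and measured total well GFP after 18 h.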
A549 viability – counter-screen for Nrf2 inhibitors: cytotoxicity in A549 cells | A549 ARE-Fluc cells, CellTiter-Fluor viability, 18-24 h | Potency, µM (top dose mostly 46 µM), for the others: at the highest dose activity change, negative = cytotoxicity, actives largely listed as inhibitors | actives 0.16% (n = 390,000) | AID 504648; note: % is set by controls: 0 for no effect and ±100 for the full control effect
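A549 ARE_Fluc cells in 5% FBS OPTI-MEM were exposed to compounds in concentration-response for 18-24 h at 37 deg C. Viability was read by CellTiter-Fluor fluorescence (Ex 405/Em 525) after 30 min, before the luciferase read.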
Nrf2 ARE act – Nrf2 pathway activation; AREc32 ARE-luciferase reporter (MCF7-derived line), luminescence, 24 h; Potency, µM (doses to about 46.1 µM), for inactives: top-dose activation, hits mostly activators; actives 0.31% (n = 410,000); AID 624171; note: % of control where 0% means no effect; nearly all actives have a fitted effect of over 65% in size
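Quantitative high-throughput format: AREc32 reporter cells, 1000 per well, received compound by pin transfer and were incubated 24 hr at 37 deg C, 5% CO2, before Steady-Glo luminescence detection.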
ATXN viability – viability counter-screen for ATXN expression inhibitors | Potency, µM (doses to about 56.7 µM), actives largely listed as cytotoxic | actives 0.49% (n = 400,000) | S2 cells (HEK-293 line with an ATXN2-luciferase reporter) viability, CellTiter-Fluor protease fluorescence, 24 h | AID 651635; note: nearly all actives have a fitted effect of over 40% in size
HepG2 viability – counter-screen for TGF-b inhibitors: cytotoxicity in HepG2 cells; HepG2 CAGA-GFP viability, ATP luminescence, 18 h; Potency, µM (top dose mostly 46.1 µM), inactives show top-dose activity change, negative = cytotoxicity, usual class: cytotoxic; actives 0.76% (n = 410,000); AID 588856; note: some results filed as inactive show a strong effect at the top dose
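CellTiter-Glo luminescence gave cytotoxicity after 18 hours at 37 degrees C. The cells were HepG2 CAGA-GFP in 1% FBS DMEM, stimulated with 500 pg/mL TGF-beta after compound addition. %Activity was normalised to no-cell wells (complete cell-killing) and DMSO (no toxicity), and curves were fitted and classified.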
EPAC2 antag – EPAC2 (human) antagonism; EPAC2 GEF exchange of Rap1B-BODIPY-GDP, fluorescence; Potency, µM (top dose mostly 114 µM), for inactives: at the highest dose activity, negative = inhibition, actives largely listed as inhibitors; actives 0.18% (n = 360,000); AID 720708; note: % is set by controls: 0 for no effect and ±100 for the full control effect; nearly all actives have a fitted effect of over 45% in size; many of its hits are not listed in these tables
Target sequence (Q8WZA2 whole entry, looked up): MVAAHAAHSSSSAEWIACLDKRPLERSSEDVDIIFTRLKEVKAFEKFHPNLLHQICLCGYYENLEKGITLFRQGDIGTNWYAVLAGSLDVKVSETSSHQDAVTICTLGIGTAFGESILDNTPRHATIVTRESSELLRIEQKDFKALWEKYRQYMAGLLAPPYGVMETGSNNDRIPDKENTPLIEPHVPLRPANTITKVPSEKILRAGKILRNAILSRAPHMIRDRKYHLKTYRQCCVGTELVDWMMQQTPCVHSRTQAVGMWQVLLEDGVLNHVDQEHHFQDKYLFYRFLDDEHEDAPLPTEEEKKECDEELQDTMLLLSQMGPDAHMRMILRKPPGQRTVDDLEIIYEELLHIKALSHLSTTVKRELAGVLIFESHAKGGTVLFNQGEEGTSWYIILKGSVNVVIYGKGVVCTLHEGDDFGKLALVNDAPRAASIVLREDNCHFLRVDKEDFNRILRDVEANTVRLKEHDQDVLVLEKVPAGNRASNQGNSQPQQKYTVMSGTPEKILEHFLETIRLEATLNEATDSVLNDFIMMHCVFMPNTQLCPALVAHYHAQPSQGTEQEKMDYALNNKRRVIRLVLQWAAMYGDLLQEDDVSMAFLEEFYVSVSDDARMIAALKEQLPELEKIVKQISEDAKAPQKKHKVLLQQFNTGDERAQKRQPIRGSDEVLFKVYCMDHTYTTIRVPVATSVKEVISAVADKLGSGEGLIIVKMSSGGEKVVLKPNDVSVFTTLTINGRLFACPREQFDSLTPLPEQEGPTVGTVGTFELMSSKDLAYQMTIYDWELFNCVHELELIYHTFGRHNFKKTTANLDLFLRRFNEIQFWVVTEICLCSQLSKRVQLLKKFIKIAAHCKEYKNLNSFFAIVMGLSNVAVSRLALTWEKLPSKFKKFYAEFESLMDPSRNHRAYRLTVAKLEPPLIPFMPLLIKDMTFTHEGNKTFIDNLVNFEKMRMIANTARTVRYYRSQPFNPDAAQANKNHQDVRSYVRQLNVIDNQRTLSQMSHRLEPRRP
ATXN2 expr inh – ATXN2 expression inhibition. Potency, µM (doses to about 57 µM), without a hit: top-dose activity change, negative = inhibition, actives largely listed as inhibitors. actives 0.72% (n = 360,000). HEK-293 ATXN2-luciferase reporter, luminescence, 24 h; note: % is set by controls: 0 for no effect and ±100 for the full control effect; nearly all actives have a fitted effect of over 55% in size
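ATXN2-luciferase reporter cells (luciferase flanked by upstream and downstream ATXN2 gene portions) were treated 24 h at 37 °C with compounds at up to 57 uM. SteadyGlo luminescence gave expression; GF-AFC fluorescence gave viability.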
Nrf2 block – Nrf2 pathway inhibition; Potency, µM (titrated, usually from 46 µM), inactives show at the top dose activity change, negative = inhibition, actives largely listed as inhibitors; AID 504444; actives 2.1% (n = 360,000); A549 ARE-Fluc reporter, luciferase luminescence, 18-24 h; note: % is set by controls: 0 for no effect and ±100 for the full control effect; nearly all actives have a fitted effect of over 60% in size
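Two sequential reads on A549 ARE_Fluc cells exposed to compound for 18-24 h: a CellTiter-Fluor fluorescence read for viability, then a luciferase luminescence read for Nrf2/ARE activity.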
MCF10A rereplic – induces DNA re-replication in MCF 10a normal breast cells; actives 2.9% (n = 350,000); Potency, µM (series often up to 46.1 µM), for the others: at the top dose activity, positive = re-replication, usual class: activators; MCF 10A DNA re-replication, Hoechst nuclear intensity, 48 h; note: % of control where 0% means no effect; nearly all actives have a fitted effect of over 50% in size
Active calls of the source: *; i = inactive; ? = inconclusive; / = not tested or not shown; [ ] = dose if it differs, or a comment. Calls come from the whole dose curve; as a rule, active = well fitted curve in the direction sought with a large enough effect; inconclusive = small, poorly fitted or top-dose-only effect, or another doubt; inactive = no such curve, though single readings can be large; an effect the other way counts as inactive or inconclusive. Potency is the fitted concentration of half-maximal effect.

SMILES | TGFb inhibitor | A549 viability | Nrf2 ARE act | ATXN viability | HepG2 viability | EPAC2 antag | ATXN2 expr inh | Nrf2 block | MCF10A rereplic
CC(=O)Nc1ccc(NC(=O)CS(=O)(=O)Cc2ccccc2)cc1 | 10% | 0% | -0.6% | i | 1% | 8% | 0% | 15% | 1%
COc1ccc(-n2c(=O)c3c(c4cc(OC)ccc4n3C)n(Cc3c(F)cccc3Cl)c2=O)cc1 | 33% | -3% | 0.4% | i | -2% | / | 2% | 22% | /
O=C(CNC(=O)c1ccc2ccccc2c1)NC1CCCCC1 | 6% | -5% | 0.0% | i | 3% | -4% | 6% | 2% | 0%
Cc1cc(SCc2ccc(Cl)cc2Cl)nc(=O)[nH]1 | 0% | 1% | -0.1% | i | -17% | -3% | / | -1% | 9.2µM*
O=C(CN1CCN(C(=O)c2ccco2)CC1)Nc1ccc2c(c1)OCO2 | 7% | -6% | -0.5% | i | -3% | 1% | -9% | -14% | -10%
O=C(CN1CCCC1)NCC(=O)Nc1ccc(F)cc1 | 1% | -1% | -0.2% | i | -2% | 1% | -10%[2.22 µM] | 16% | -29%
CCO[C@H]1OC(C(=O)N2CCOCC2)=C[C@@H](C2CC2)[C@@H]1CCCO | 6% | -1% | -0.1% | i | -2% | 7% | 5% | 4% | ?
Cc1cc(S(=O)(=O)N2CCOCC2)ccc1OCC(=O)Nc1ccccc1F | 1% | 0% | 2.7% | i | 7% | 3% | -5% | 3% | 15%
FC(F)(F)c1ccccc1CNCc1ccncc1 | -17% | -2% | -0.5% | i | 8% | -1% | -5% | -1% | 1%
CCCCc1nc2cc(C(=O)N3CCN(c4nc(C)cnc4C)CC3)ccc2o1 | ? | 7% | 3.4% | i | -21% | -11% | 8% | 12% | -2%
CCc1c(C)sc(NC(=O)Cn2nc(C(F)(F)F)c3c2CCCC3)c1C#N | 13% | -10% | 0.3% | / | -17% | -4% | / | ? | ?
CC1CCCCC1NC(=O)COc1ccc(C#N)cc1 (configuration not stated) | -14% | 3% | 2.4% | i | -13% | -7% | 0% | -6% | 2%
CCCOc1ccc(C2C(C(=O)OC)=C(C)N=C3SCCC(=O)N32)cc1OCC (configuration not stated) | ? | -6% | -0.3% | i | -2% | -16% | 4% | -7% | 1%
c1ccc(SSc2ccccn2)nc1 | ? | 0% | -0.1% | i | -40% | 0% | -20% | -7% | ?
CCC1CCCCN1CCCCOc1cccc(Cl)c1 (configuration not stated) | 0% | -6% | -0.3% | i | -22% | 8% | -22% | 4% | 9%
O=C(CN(C(=O)c1csnn1)c1ccccc1F)NCc1ccccc1 | -11% | 0% | 0.1% | i | -7% | 9% | 9% | 1% | -3%
Cc1ccc2[nH]c3c(c2c1)CCCC3C(N)=O (configuration not stated) | -13% | 13% | 2.6% | i | -5% | -6% | -2% | -3% | 18%
CCOc1ccccc1NC(=O)c1cc(-c2ccccn2)nc2ccccc12 | 8% | 13% | 0.3% | i | -1% | 4% | -30% | -35% | ?
COC(=O)c1ccc(COc2ccc(C(C)(C)C)cc2)o1 | 17% | 2% | -1.1% | / | -3% | -9% | / | ? | -2%
CC(Sc1nc(=O)cc(N)n1CCc1ccccc1)C(=O)Nc1ccccc1C#N (configuration not stated) | 8% | -5% | 0.5% | i | -18% | / | 0% | 28% | /
CCC(CC)COC(=O)C1=C(C)NC(=O)NC1c1ccc2c(c1)OCO2 (configuration not stated) | -11% | -6% | 0.2% | i | -32% | ? | -26% | ? | 0%
COc1ccccc1Nc1ncnc2nc[nH]c12 | -5% | 0% | 0.3% | i | -5% | 3% | 8% | -26% | -1%
COC(=O)C1CCN(Cc2cn(-c3ccccc3)nc2-c2ccc3c(c2)OCO3)CC1 | 6% | 1% | 0.7% | i | 4% | 1% | 9% | 5% | 1%
Cc1onc(-c2ccccc2)c1C(=O)NCC1CCCO1 (configuration not stated) | 3% | -2% | -0.7% | i | 1% | 1% | 2% | 8% | 2%
COCCCN1C(=O)C(=O)/C(=C(/O)c2ccc(OCC(C)C)cc2C)C1c1cccnc1 (configuration not stated) | -2% | 22% | -0.3% | i | 2% | 8% | 5% | 14% | 1%

Of the compounds above, 2 have an aryl methoxy group:
SMILES | TGFb inhibitor | A549 viability | Nrf2 ARE act | ATXN viability | HepG2 viability | EPAC2 antag | ATXN2 expr inh | Nrf2 block | MCF10A rereplic
COc1ccc(-n2c(=O)c3c(c4cc(OC)ccc4n3C)n(Cc3c(F)cccc3Cl)c2=O)cc1 | 33% | -3% | 0.4% | i | -2% | / | 2% | 22% | /
COc1ccccc1Nc1ncnc2nc[nH]c12 | -5% | 0% | 0.3% | i | -5% | 3% | 8% | -26% | -1%

4 compounds from above, limited to TGFb inhibitor.
| Molecule | TGFb inhibitor |
| --- | --- |
| O=C(CN(C(=O)c1csnn1)c1ccccc1F)NCc1ccccc1 | -11% |
| Cc1ccc2[nH]c3c(c2c1)CCCC3C(N)=O (configuration not stated) | -13% |
| CCOc1ccccc1NC(=O)c1cc(-c2ccccn2)nc2ccccc12 | 8% |
| COC(=O)c1ccc(COc2ccc(C(C)(C)C)cc2)o1 | 17% |

The list goes on:
SMILES | TGFb inhibitor | A549 viability | Nrf2 ARE act | ATXN viability | HepG2 viability | EPAC2 antag | ATXN2 expr inh | Nrf2 block | MCF10A rereplic
CC(C)(C)C1(O)CC(C(F)(F)F)=NN1C(=O)Cc1ccc([N+](=O)[O-])cc1 (configuration not stated) | 3% | -11% | 3.4% | i | -21% | -9% | -18% | ? | 18%
COc1ccc(-c2noc(CCC(=O)NCCCN3CCC(C)CC3)n2)cc1 | -22% | 1% | -0.6% | ? | 2% | 4% | -25% | / | 1%
CCCCN1C(=O)c2ccc(C(=O)OCC(=O)N3CCN(c4ccccc4)CC3)cc2C1=O | -1% | -2% | -0.6% | i | -8% | -8% | -2% | 6% | 0%
Cc1ccc(NC(=O)CN(C)C(=O)CSc2nnc(N)s2)cc1 | 8% | 1% | -0.6% | i | 4% | 3% | 4% | 6% | 4%
O=C(CSc1nnc(-c2cccc(F)c2)o1)N1CCCC1 | -10% | 4% | 0.5% | i | -4% | 5% | 11% | 14% | -1%
O=C(NCCc1cccs1)c1ccc(CS(=O)Cc2cccc(Cl)c2)o1 (configuration not stated) | 1% | / | 0.3% | ? | -1% | 1% | / | / | /
CCCCC(=O)Nc1cccc(NC(=O)c2cccnc2Cl)c1 | 5% | 0% | -0.7% | i | 10% | -8% | -29% | ? | -6%
O=C(Nc1ccc(-n2nncc2-c2ccccc2)cc1)c1cccc(F)c1 | 17% | 4% | 0.7% | / | 10% | / | / | / | /
O=S(=O)(Nc1nccs1)c1ccc2c(c1)OCCO2 | 0% | -13% | -0.5% | i | 0% | 17% | 1% | 1% | 2%
Cc1ccccc1OCCC(=O)Nc1ccc(F)c(Cl)c1 | -5% | -2% | 1.0% | i | -5% | -16% | -6% | -25% | 3%
CCn1c(O)c(N=NC(=O)Cc2csc(N3CCOCC3)n2)c2ccccc21 | -1% | 0% | 2.1% | i | -15% | 12% | -10% | ? | 2%
CN(CC(=O)Nc1ccc(F)c(Cl)c1)S(=O)(=O)c1cccc2nsnc12 | -5% | -14% | -0.5% | ? | -3% | -2% | -17% | 26µM* | 17%
Cc1c(C(=O)O)[nH]c2c1C(=O)CC(c1ccc(Cl)cc1)C2 (configuration not stated) | 0% | 2% | -0.6% | ? | 0% | 2% | -4% | -13% | -9%
CC(C)CNC(=O)c1cccc(NC(=O)CCc2ccccc2)c1 | 2% | -6% | -0.5% | i | 3% | -3% | -8% | -18% | -3%
COc1ccc(-c2nnn(CCc3nn[nH]n3)n2)cc1 | 23% | 1% | 0.0% | i | 10% | 5% | -1% | -9% | ?
Cc1c(C(=O)N(C)c2ccccc2)sc2nc(-c3ccc(F)cc3)cn12 | ? | -5% | 3.7% | / | -39% | / | / | / | /
CCc1ccccc1N=Cc1c(C)c(C#N)c2[nH]c3ccccc3n2c1=O | 139%[activator] | -13% | 0.1% | i | -11% | 10% | / | 0% | 4%
CC1CCC(N2CCN(S(C)(=O)=O)CC2)CC1 (configuration not stated) | ? | 0% | 0.0% | i | -6% | -9%[57.1 µM] | -1% | 0% | -1%
Cc1coc2cc3oc(=O)cc(C)c3cc12 | 2% | 1% | 2.7% | i | 2% | -13% | 18% | -18% | -56%[inhibitor]
CCN(Cc1ccccc1)S(=O)(=O)c1ccc(C(=O)N(CCCN(C)C)c2nc3cc4c(cc3s2)OCO4)cc1 | 16µM* | -17% | -3.5% | ? | 13µM* | 2% | ? | -15% | 7%
CC(=O)c1c(C)nc2ccccn12 | 0% | 5% | 0.1% | i | -13% | -2% | 0% | -21% | 3%
CCCS(=O)(=O)NC(=O)C1(C)CCCN(C(=O)c2cc(OC)c(OC)c(OC)c2)C1 (configuration not stated) | 19% | / | 0.6% | i | 2% | 15% | 1% | / | /
COc1ccccc1NC(=O)Nc1ccnn1C1CCCCC1 | -5% | 2% | -0.3% | i | -28% | 13% | -9% | -27% | -1%
O=C(CNC(=O)c1ccc(Br)o1)NCc1ccc2c(c1)OCO2 | -15% | 3% | 0.3% | i | -11% | 19% | -13% | / | 0%
O=C(NCCOc1ccccc1Cl)c1cc(F)c(F)cc1Cl | ? | -11% | 2.3% | i | -5% | -1% | 69%[activator] | ? | ?
CC1CCN(C(C)C(=O)Nc2ccc(S(=O)(=O)N3CCCC3)cc2)CC1 (configuration not stated) | 4% | 2% | 1.4% | i | -17% | 5% | -11% | 10% | 0%
Cc1ccc2nc(-c3ccc(NC(=O)CCN4C(=O)c5ccccc5C4=O)cc3)sc2c1 | -25% | 17% | -0.3% | i | -8% | -9% | 14% | ? | 18%
Cc1csc(NC(=O)c2cc(-c3ccncc3)nc3ccccc23)n1 | -2% | -9% | 3.7% | i | 1% | 4% | 1% | 13% | -1%
O=C(NCc1cccnc1)C1CCC(CNS(=O)(=O)c2ccc(Cl)cc2)CC1 (configuration not stated) | -3% | 8% | -0.1% | i | -42% | -4% | -3% | 1% | 28%
CCCn1c(=O)[nH]c(=O)c2c1nc(-c1ccc(OC(F)(F)C(F)C(F)(F)F)cc1)n2CCOC (configuration not stated) | -25% | -5% | 2.9% | i | -30% | -9% | 0% | -4% | 10%

Some of the compounds tested, so the mix of outcomes need not match the whole.
